# Screens deposited in PubChem by several laboratories.
# HIF activator: HIF pathway transcriptional activation. U2OS HRE-luciferase reporter, luminescence; normalized: DMSO 0%, desferrioxamine 100%. activation, % at 7.5 µM (by protocol). 300,000 tested, 0.32% active. AID 1910;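 active means mean activation of at least 10% of the iron chelator positive control signal, with at least half of replicates also reaching 10%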
# KLF5 inh: inhibitors of KLF5 expression | inhibition, % at 5 µM | AID 1700 | 290,000 tested, 0.23% active | DLD-1 KLF5 promoter-luciferase reporter, luminescence;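 active means inhibition above a per-plate limit of that plate's mean compound inhibition plus 3 SD, cut at about 60% in these data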;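 further: 0% = DMSO wells and 100% = LY294002 at 200 µM; higher means less KLF5 promoter-driven luciferase light; inactives centre near -14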
# GSK3beta inhib: inhibitors of human GSK3beta kinase; activity score (negative = inhibition), % at 10 µM; 300,000 tested, 0.038% active; GST-GSK3beta kinase, ADP-Glo luminescence, 60 min; hits give low values; P49841;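 active means more than half of replicate wells score below -50%, meaning over 50% inhibition versus plate controls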;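 further: 0% = median DMSO wells and -100% = median GW8510 positive control wells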
# Target sequence (P49841 whole entry, looked up): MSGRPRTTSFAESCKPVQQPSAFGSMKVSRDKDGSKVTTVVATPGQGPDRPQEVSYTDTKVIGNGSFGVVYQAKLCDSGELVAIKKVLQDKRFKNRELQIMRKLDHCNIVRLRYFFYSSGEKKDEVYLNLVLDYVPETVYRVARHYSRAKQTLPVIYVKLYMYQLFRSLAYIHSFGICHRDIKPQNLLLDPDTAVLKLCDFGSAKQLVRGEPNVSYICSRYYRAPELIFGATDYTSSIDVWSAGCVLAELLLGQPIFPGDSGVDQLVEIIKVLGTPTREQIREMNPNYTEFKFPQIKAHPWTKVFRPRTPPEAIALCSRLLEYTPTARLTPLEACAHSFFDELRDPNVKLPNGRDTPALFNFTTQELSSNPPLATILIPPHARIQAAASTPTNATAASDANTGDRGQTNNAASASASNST
#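 test system = GST-tagged human GSK3beta kinase, cell-free | reagent = 25 µM ATP with peptide substrate | dosing = one dose of 10 µM per compound | schedule = 60 min reaction, RT | detection = luminescent ADP-Glo measurement of ADP formed | control set = DMSO neutral wells and GW8510 at 20 µM as positive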
# HSF1 inhib: HSF1 inhibition; AID 2098; 300,000 tested, 0.77% active; NIH3T3-HGL HSE-luciferase, MG132-induced, luminescence 8 h; hits give low values; activity change, negative = inhibition, % at 7.5 µM (by protocol);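 active means more than half of replicate wells show activity change below -50%, luminescence cut by over half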;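 further: luciferase reports HSF-1 transcriptional activity via heat shock element; 0% = median of DMSO wells and -100% = zero luminescence signal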
# AI-2 QS modul: modulators of Vibrio harveyi AI-2 quorum sensing system | Vibrio harveyi JMH597 AI-2 luminescence/OD600 ratio, 9 h; hits give low values; strain lacks LuxN and CqsS sensors; 0 = neutral-control median | activity change, % at 7.5 µM | 300,000 tested, 0.4% active; in the data active means activity change below about -75%, passing the limit was not always enough;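 further: luminescence divided by OD600 gain over 9 h not by final OD600 alone; inactives centre near 13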
# aSyn 5UTR inh: MLPCN primary screen, SNCA 5' untranslated region | alpha-synuclein 5'UTR reporter, inhibitor activity | inhibition, % (tested at 7.5 µM) | 300,000 tested, 0.82% active | AID 1813; in the data active means inhibition above about 60%;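 further: H4 neuroglioblastoma cells stably carrying SNCA 5'UTR luciferase fusion; 0% = DMSO wells and 100% = positive control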
# HSF1 activator: increases HSF-1 driven luciferase reporter signal; activation, % at 9 µM; 300,000 tested, 1.7% active; NIH3T3-HGL HSF-1 luciferase reporter, MG132, 8 h; 100% = twice DMSO control signal;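 active means mean replicate activation of at least 50% with a set share of replicates each reaching 50%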;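 further: 0% = median of the neutral control wells and 100% = twice that signal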
# IEC-6 cytotox: kills IEC-6 intestinal cells in KLF5 counter-screen; IEC-6 cytotoxicity, luminescence viability; inhibition, % at 5 µM; 290,000 tested, 0.78% active; AID 1825; in the data active means inhibition above about 22%;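 further: 0% = plate median of test compound wells and 100% = cytotoxic reference compound wells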
# HSP90 refold inh: HSP90 refolding inhibition in rabbit reticulocyte lysate; inhibition, % at 5.6 µM; luciferase refolding luminescence, 3 h; 290,000 tested, 0.91% active;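 active means inhibition above the screen-wide mean plus 3 SD, computed separately per campaign, cut at about 16% in these data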;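 further: 0% = DMSO wells and 100% = 60 µM geldanamycin wells; inhibitors lower the luminescence because luciferase stays unfolded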
# GSK3A inh: blocks human GSK-3 alpha kinase; 320,000 tested, 0.1% active; AID 2650; inhibition, % at 10 µM; ADP-Glo luminescence, 60 min; P49840;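 in the data active means inhibition above about 50%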;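 further: GST-tagged GSK-3 alpha with peptide substrate and 25 µM ATP; 0% = DMSO neutral wells and 100% = GW8510 positive control wells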
# Target sequence (P49840 whole entry, looked up): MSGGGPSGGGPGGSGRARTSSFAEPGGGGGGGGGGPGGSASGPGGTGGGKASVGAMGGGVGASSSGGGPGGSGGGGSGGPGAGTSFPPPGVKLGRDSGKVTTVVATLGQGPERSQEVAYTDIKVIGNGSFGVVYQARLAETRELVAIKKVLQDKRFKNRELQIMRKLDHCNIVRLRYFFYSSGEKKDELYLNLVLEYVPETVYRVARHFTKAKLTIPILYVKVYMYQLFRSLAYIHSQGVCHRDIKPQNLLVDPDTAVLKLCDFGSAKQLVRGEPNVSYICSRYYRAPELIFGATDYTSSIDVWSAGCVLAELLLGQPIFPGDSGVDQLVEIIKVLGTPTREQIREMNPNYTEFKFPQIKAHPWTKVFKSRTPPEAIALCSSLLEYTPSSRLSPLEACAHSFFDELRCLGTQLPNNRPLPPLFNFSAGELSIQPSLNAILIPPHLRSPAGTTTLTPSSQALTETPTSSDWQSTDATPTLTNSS
# Active calls of the source: *; . = not tested or not shown.
SMILES,HIF activator,KLF5 inh,GSK3beta inhib,HSF1 inhib,AI-2 QS modul,aSyn 5UTR inh,HSF1 activator,IEC-6 cytotox,HSP90 refold inh,GSK3A inh
CC(=O)c1cccc(S(=O)(=O)N2CCCC(c3nc4c(nnn4Cc4ccc(C)cc4)c(=O)[nH]3)C2)c1 (stereo unspecified),0.1,-4,-1,4,17,26,1,0,5,-1
CC(=O)N1CCN(c2ccccc2NC(=S)NC(=O)c2cc3ccccc3o2)CC1,-0.5,-7,3,5,4,29,33,0,2,-1
COC(=O)C1=C(C)C(c2ccc(OC)cc2OC)NC(=O)N1 (stereo unspecified),-0.6,-20,-1,-8,7,-8,-3,4,1,-1
CC1CCN(c2nc3ccc(C(=O)N4CCN(Cc5ccc6c(c5)OCO6)CC4)cc3s2)CC1,3.2,-77,3,-45,7,-156,-56,-2,58*,0
CCC(C)(C)n1nnnc1C(c1ccccc1OC)N1CCSCC1 (stereo unspecified),-0.5,2,4,-6,8,-20,-6,-5,0,-5
O=Cc1ccc(N2CCCCC2)cc1,-0.1,-8,-1,3,3,3,13,-6,1,-3
N#C/C(=C\c1ccc(O)c([N+](=O)[O-])c1)C(=O)NCc1ccccc1,-0.2,5,-7,-6,23,-3,-16,0,-2,13
CC1CN(C(=S)Nc2ccccc2F)CC(C)O1 (stereo unspecified),-1.3,-4,2,-1,14,7,4,2,1,-5
COc1ccc(-c2cc(C(=O)NCc3ccc(Cl)cc3)no2)cc1OC,0.1,-11,-2,-26,26,13,-40,5,8,-4
CCOC(=O)c1ccc(-c2ccc(/C=N/NC(=O)CN(c3ccccc3Br)S(C)(=O)=O)o2)cc1,0.9,-32,1,8,15,-140,27,0,16*,-1
Cc1ccc(Oc2ccc(NC(=O)CSc3n[nH]c(N)n3)cc2)cc1,-2.5,6,-1,3,-94*,18,-7,1,3,-1
COc1cccc(-n2cnc3sc(C)c(C)c3c2=O)c1,0.5,-15,-3,7,0,-30,-14,11,3,-2
Cc1ccc(C(C)(C)C)c(OCCN2CCCC2)c1,-2.4,-16,1,3,8,10,3,-3,0,-1
Cc1ccc(O)c(-c2cc(C(=O)Nc3ccc(S(=O)(=O)Nc4nc(C)cc(C)n4)cc3)[nH]n2)c1,0.0,-11,-4,6,51,-19,-1,0,3,2
CCOc1ccc(N=C2NN=C(c3cc(C)n(CC4CCCO4)c3C)CS2)cc1 (stereo unspecified),-1.7,-2,3,-6,38,-22,-3,-1,2,-3
Cc1onc(-c2ccccc2)c1C(=O)Nc1ccc(-c2nnc3n2CCCCC3)cc1,1.9,4,5,2,4,21,-14,1,2,0
Cc1ccc(C(=O)OCC(=O)N(C)c2c(N)n(Cc3ccccc3)c(=O)[nH]c2=O)s1,-0.2,.,-6,-8,4,-2,-14,.,.,-2
O=c1c2cc(NC(=S)NC3CCCC3)ccc2nc2n1CCCCC2,0.7,-43,.,17,.,-26,13,1,-2,.
Cc1ccc(Nc2cc(-n3nc(C)cc3C)ncn2)cc1,0.1,-7,3,-1,16,-42,1,-4,0,-1
COC(CNC(=O)c1ccc2c(c1)ncn2C1CCCCCC1)OC,-15,-14,1,3,4,4,10,0,-2,-8

# Exported with values under each structure: twelve of the compounds above
# Results follow in this order: HIF activator | KLF5 inh | GSK3beta inhib | HSF1 inhib | AI-2 QS modul | aSyn 5UTR inh | HSF1 activator | IEC-6 cytotox | HSP90 refold inh | GSK3A inh
- COc1ccc(-c2cc(C(=O)NCc3ccc(Cl)cc3)no2)cc1OC
    0.1 | -11 | -2 | -26 | 26 | 13 | -40 | 5 | 8 | -4
- CCOC(=O)c1ccc(-c2ccc(/C=N/NC(=O)CN(c3ccccc3Br)S(C)(=O)=O)o2)cc1
    0.9 | -32 | 1 | 8 | 15 | -140 | 27 | 0 | 16* | -1
- Cc1ccc(Oc2ccc(NC(=O)CSc3n[nH]c(N)n3)cc2)cc1
    -2.5 | 6 | -1 | 3 | -94* | 18 | -7 | 1 | 3 | -1
- COc1cccc(-n2cnc3sc(C)c(C)c3c2=O)c1
    0.5 | -15 | -3 | 7 | 0 | -30 | -14 | 11 | 3 | -2
- Cc1ccc(C(C)(C)C)c(OCCN2CCCC2)c1
    -2.4 | -16 | 1 | 3 | 8 | 10 | 3 | -3 | 0 | -1
- Cc1ccc(O)c(-c2cc(C(=O)Nc3ccc(S(=O)(=O)Nc4nc(C)cc(C)n4)cc3)[nH]n2)c1
    0.0 | -11 | -4 | 6 | 51 | -19 | -1 | 0 | 3 | 2
- CCOc1ccc(N=C2NN=C(c3cc(C)n(CC4CCCO4)c3C)CS2)cc1 (stereo unspecified)
    -1.7 | -2 | 3 | -6 | 38 | -22 | -3 | -1 | 2 | -3
- Cc1onc(-c2ccccc2)c1C(=O)Nc1ccc(-c2nnc3n2CCCCC3)cc1
    1.9 | 4 | 5 | 2 | 4 | 21 | -14 | 1 | 2 | 0
- Cc1ccc(C(=O)OCC(=O)N(C)c2c(N)n(Cc3ccccc3)c(=O)[nH]c2=O)s1
    -0.2 | . | -6 | -8 | 4 | -2 | -14 | . | . | -2
- O=c1c2cc(NC(=S)NC3CCCC3)ccc2nc2n1CCCCC2
    0.7 | -43 | . | 17 | . | -26 | 13 | 1 | -2 | .
- Cc1ccc(Nc2cc(-n3nc(C)cc3C)ncn2)cc1
    0.1 | -7 | 3 | -1 | 16 | -42 | 1 | -4 | 0 | -1
- COC(CNC(=O)c1ccc2c(c1)ncn2C1CCCCCC1)OC
    -15 | -14 | 1 | 3 | 4 | 4 | 10 | 0 | -2 | -8

# (next part)
SMILES,HIF activator,KLF5 inh,GSK3beta inhib,HSF1 inhib,AI-2 QS modul,aSyn 5UTR inh,HSF1 activator,IEC-6 cytotox,HSP90 refold inh,GSK3A inh
Cn1nc(CC(=O)Nc2ccc3c(c2)OCCO3)c2ccccc2c1=O,1.1,18,-4,-9,17,16,-7,8,5,1
O=C(OCCN1CCCCC1)c1ccccc1F,-0.4,-38,0,-2,-4,8,-4,-3,-3,5
CCN1CCN(CC(O)COc2ccc(Cl)cc2)CC1 (stereo unspecified),-0.4,-17,-3,-4,21,15,20,1,4,1
S=C1CSc2ccccc2N1,-0.1,-4,1,-4,27,-38,6,-5,0,-3
O=S(=O)(NCCCSc1ccccc1)c1ccccc1F,-0.4,-11,1,1,-66,13,-3,9,0,0
O=C(CN1C(=O)NC2(CCCCC2)C1=O)NCc1cccs1,-0.1,-4,4,-6,21,10,1,-1,1,-3
Cc1cc(C)c2c(N)c(C(=O)N/N=C/c3ccccc3)sc2n1,3.5,-100,0,7,18,-108,17,8,-1,-1
C[C@H](NC(=O)c1cc2cc(Cl)ccc2n1C)C(=O)N1CCC[C@H]1C(=O)O,0.1,-19,0,-2,12,8,-7,-6,-7,1
FC(F)(F)c1cc(Oc2ccc(Cl)cc2)ncc1-c1nnc(-c2ccc(Cl)cc2)o1,-0.4,-20,0,1,4,1,20,-1,-2,8
CC1CCN(C(=O)C2CCCCN2S(=O)(=O)c2cccc([N+](=O)[O-])c2)CC1 (stereo unspecified),0.0,-13,0,1,20,-21,14,2,-4,-2
CC(=O)C1=C(C)NC2=C(C(=O)CC(C)(C)C2)C1C (stereo unspecified),1.5,-10,-2,-6,14,-5,-8,-2,1,0
CC(=O)c1cnc2c(C(=O)O)cnn2c1C,.,-13,2,-2,28,6,9,8,-3,-3
CN(CCC1CCOCC1)C(=O)C1CCC(=O)N(CCc2ccccc2)C1 (stereo unspecified),0.8,-12,1,-8,15,3,10,-2,-2,-1
O=C(O)CCC(=O)NCc1ccc2[nH]c3c(c2c1)CCCC3,-0.2,-11,0,-9,-8,-41,-25,0,-2,-1
CC(C)CCn1cnc2c1c(=O)[nH]c(=O)n2Cc1ccccc1,-4.4,-8,1,2,31,-1,-4,-5,0,-1
O=C1c2ccccc2C(=O)N1c1cccc2ccccc12,-0.5,-36,1,4,9,-7,13,0,0,2
COc1cc(-c2cc(C(=O)Nc3c(Cl)cc(Cl)cc3Cl)c3ccccc3n2)cc(OC)c1OC,-0.3,-31,-1,-21,35,9,-22,-2,-1,6
Cc1cnc(NC(=O)CSc2nnc(N)s2)s1,0.2,11,0,3,22,-12,7,-3,-3,2
COC(=O)Cc1ccc(NC(=S)NC2CC2)cc1,0.9,-7,-2,-24,3,-19,-13,1,3,-1
COc1ccc(NC(=O)C/C(C)=N/NC(=O)c2cccs2)c([N+](=O)[O-])c1,3.4,-105,-3,37,-11,-111,70*,4,2,2
CCCN(CC(=O)Nc1ccccc1C)C(=O)c1cccc(-n2cnnn2)c1,-0.2,-29,-1,1,9,7,-2,-4,1,-1
CCc1ccc2[nH]c(=O)c(CN(CCN(CC)CC)C(=O)Nc3ccccc3OC)cc2c1,-0.5,9,-1,-5,3,-62,-2,6,0,1
Cc1nnc(SCC(=O)NCCN2C(=O)CSC2=O)s1,-0.2,-20,0,-5,20,13,1,0,1,3
Cc1ccccc1NC(=O)C1CCCN(C(=O)NCc2ccccc2)C1 (stereo unspecified),-0.4,0,-1,25,18,-37,67*,-3,-2,0
CCOC(=O)C1CC2CC(C1)CN(C(=O)C1CCCCC1)C2 (stereo unspecified),0.2,10,1,-13,7,9,-9,3,1,3
CCC1CCCCN1S(=O)(=O)c1ccc(NC(=O)C2CCCO2)cc1 (stereo unspecified),-0.2,-8,0,1,9,-21,-7,1,-1,-8
CS(=O)(=O)N1N=C(c2ccco2)CC1c1ccccc1 (stereo unspecified),0.3,4,-1,6,30,5,4,-3,1,3
CCOc1ccc(NC(=O)C2CCCN(C)C2)cc1 (stereo unspecified),0.0,-13,2,-6,6,5,7,-3,3,0
O=C(COC(=O)/C=C/c1cccc(Cl)c1)NCCc1ccc(Cl)cc1Cl,-0.2,21,1,11,27,21,9,0,2,-3
COc1ccccc1CNC(=S)Nc1ccc(S(N)(=O)=O)cc1,0.2,-5,0,9,3,9,13,-3,1,-3
CCOC(=O)Nc1ccccc1N1C(=O)c2ccccc2C1=O,-0.3,-1,0,-4,3,8,4,0,3,0
COC(=O)c1cc(=O)n(Cc2ccc(OC)c(OC)c2)c(=Nc2ccc(F)cc2)s1,0.0,-33,1,30,20,-6,44,-10,1,1
Cc1cc(C)c2c(C)c(C(=O)NCc3ccncc3)oc2c1,-0.2,20,0,-5,28,-11,8,3,2,4
O=C(C(=O)N1CCN(c2ccccc2F)CC1)c1cn(CC(=O)N2CCOCC2)c2ccccc12,-0.1,-16,22,-2,19,-11,-6,-6,-1,-2
O=C(Nc1ccc2c(c1)C(=O)NC2=O)c1ccc2ncsc2c1,1.2,-71,-6,-31,28,-63,-24,-2,6,-3
O=C(CSc1nnc(Cc2ccccc2)n1-c1ccc(F)cc1)N1CCOCC1,0.0,-19,0,4,6,16,-4,-4,3,-1
